Screening results: PubChem BioAssay, several laboratories
Arr AP2 block – blocks beta-arrestin peptide binding to AP2 adaptin | FITC-arrestin peptide / GST-AP2 beads, flow cytometry; AP2 beta2 appendage carries R879A mutation | inhibition, % at 10 µM | actives 0.31% (n = 340,000);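 active means inhibition above a set limit, near 3 SD of compounds lacking own fluorescence, cut at about 54% in these data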;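 further: plate controls were DMSO wells for no effect and 5 µM unlabelled arrestin peptide for full effect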
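System: GST-AP2 R879A bound to glutathione beads, E. coli-expressed. Also added: 50 nM FITC-arrestin peptide. Schedule: compound with beads 12 min RT, then probe 1 h RT. Signal: bead flow cytometry, FITC channel. Read-out basis: percent response.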
SR-BI uptake up – activators of SR-BI mediated HDL lipid uptake; CHO ldlA[mSR-BI] cells, DiI-HDL uptake fluorescence, 3 h; 100 = double the neutral-control signal; activation, % at 12.5 µM; actives 0.096% (n = 320,000);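 active means mean replicate activation of at least 60% and every replicate at or above 60%; inconclusive means mean or all-replicate condition met, but not both; inactive means mean below 60% and not all replicates reaching 60%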;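 further: 0% = median plate neutral-control signal and 100% = twice that signal; values of inactives mirror those of a sister screen read the other way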
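Material: SR-BI-overexpressing, LDLR-lacking CHO cells | Dosing: Single compound concentration, delivered by pin transfer | Probe or stimulus: Labelled HDL, 10 µg/mL | Signal: Bottom-read cell fluorescence after medium removal, ex 550/em 595 nm | Schedule: 3 h, 37 °C | Evaluation: HDL uptake via cellular fluorescence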
SUMO Mot1 rescue – blocks SUMOylation pathway, rescuing yeast Mot1-301 growth; S. cerevisiae Mot1-301 growth rescue, ATP luminescence, 38.5C; percent above DMSO median, 100 means doubled; growth rescue, % at 18.8 µM; actives 1% (n = 320,000); AID 2716;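 active means every valid replicate shows activation above 250% relative to neutral control wells; inactive means the rest, any valid replicate at or below 250%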;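 further: OY570 slx delta 5 strain wells were the positive control but not used for scaling; some compounds called inactive have numbers as strong as hits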
NSD2 inh – inhibitors of human histone methyltransferase NSD2. O96028. NSD2 peptide methylation, AlphaScreen, 120 min. inhibition, % at 12.5 µM. actives 0.54% (n = 310,000); in the data active means inhibition above about 50%
MITF act – increases MITF-driven TRPM1 promoter luciferase signal; SK-MEL-5 TRPM1-promoter luciferase, 24 h; % of positive control, neutral wells = 0; actives 0.75% (n = 300,000); activation, % at 12.5 µM; AID 588334;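 active means mean activation of at least 80% with every replicate also reaching 80%; inconclusive means mean reaches 80% but some replicate falls short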;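 further: 0% = neutral control wells and 100% = parthenolide positive control wells; values of inactives mirror those of a sister screen read the other way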
PKA-R2B act – activators of human PKA-R2B complex; activation, % at 11.4 µM; actives 0.079% (n = 340,000); PKA-R2B holoenzyme dissociation, Cy5-IP20 fluorescence polarization; R2B truncated from residue 108, S112A mutant; 0% DMSO only, 100% 113 µM cGMP;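 active means activation above a cutoff set at the mean over all compounds plus 3 SD, cut at about 18% in these data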;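 further: higher means more holoenzyme dissociation and a rise in polarization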
CDK5 p35 inh – CDK5/p35 (human) kinase inhibition. actives 0.01% (n = 330,000). inhibition, % at 10 µM. Recombinant CDK5/p35, ADP-Glo luminescence, 60 min. Q00535+Q15078. AID 488839;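 active means highest replicate inhibition of at least 50% and at least 75% of replicates reaching 50%; inconclusive means only one of the two criteria met; inactive means both criteria failed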;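 further: plate controls were DMSO neutral control for no effect and GW8510 at 10 µM for full effect; many of its hits are not listed in these tables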
Target sequence (Q00535 whole entry, looked up): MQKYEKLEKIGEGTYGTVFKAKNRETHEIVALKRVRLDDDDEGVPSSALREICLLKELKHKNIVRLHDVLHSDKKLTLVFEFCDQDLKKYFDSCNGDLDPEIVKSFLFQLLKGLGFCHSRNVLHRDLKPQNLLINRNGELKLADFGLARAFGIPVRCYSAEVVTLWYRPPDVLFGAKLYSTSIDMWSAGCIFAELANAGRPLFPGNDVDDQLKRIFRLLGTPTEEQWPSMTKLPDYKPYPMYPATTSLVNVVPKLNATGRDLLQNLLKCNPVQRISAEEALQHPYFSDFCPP
Target sequence (Q15078 whole entry, looked up): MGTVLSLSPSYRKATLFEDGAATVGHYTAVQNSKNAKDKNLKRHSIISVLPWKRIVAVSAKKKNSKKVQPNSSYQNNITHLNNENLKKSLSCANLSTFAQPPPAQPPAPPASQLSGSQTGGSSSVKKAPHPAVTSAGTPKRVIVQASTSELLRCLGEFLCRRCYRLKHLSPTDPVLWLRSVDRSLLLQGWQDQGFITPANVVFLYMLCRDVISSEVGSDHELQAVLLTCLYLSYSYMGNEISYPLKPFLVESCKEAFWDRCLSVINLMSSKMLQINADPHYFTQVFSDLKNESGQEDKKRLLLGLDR
PKA-R1A act – activators of PKA-R1A complex; PKA-R1A dissociation, Cy5-IP20 fluorescence polarization; scaled: DMSO 0%, 113 µM cGMP 100%; actives 0.083% (n = 340,000); AID 504707; activation, % at 11.4 µM;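 active means percent activation above the mean of all tested compounds plus 3 SD, cut at about 19% in these data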;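 further: higher means more PKAc released from R1A so a rise in polarization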
DSG3 Ab inh – human desmoglein-3 autoantibody binding inhibition; P32926; DSG3-coupled beads, scFv-anti-DSG3-GFP binding, flow cytometry; active compounds read low; binding (percent of control), % at 10 µM; actives 0.48% (n = 310,000); AID 588358;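 active means binding more than 3 SD below its plate's average and above zero; inconclusive means below that plate limit but binding exactly zero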;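 further: hits lower antibody fragment binding to DSG3; some compounds called inactive have numbers as strong as hits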
SR-BI DiI inh – inhibitors of mouse SR-BI mediated HDL lipid uptake; Q61009; ldlA[mSR-BI] CHO cells, DiI-HDL uptake fluorescence, 3 h; inhibition, % at 12.5 µM; actives 0.96% (n = 320,000);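 active means mean replicate inhibition of at least 70% and a set share of replicates each scoring 70 or more; inconclusive means meets just one of the two criteria; inactive means fails both criteria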;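 further: 0% = median of neutral control wells and 100% = median of positive control wells; values of inactives mirror those of a sister screen read the other way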
dFosB act – enhances mouse delta FosB homodimer DNA binding | P13346 | purified delta FosB, TAMRA-CDK5 oligo fluorescence polarization; percent of positive-control signal above neutral wells | activation, % at 25 µM | actives 0.99% (n = 340,000) | AID 493131;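 active means mean activation above about 17%, with every replicate also reaching it, limit read from the data, passing the limit was not always enough; inconclusive means only one of the two conditions met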;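 further: fluorescence polarization rise as delta FosB binds a TAMRA Cdk5 AP-1 oligo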
Target sequence (P13346 whole entry, looked up): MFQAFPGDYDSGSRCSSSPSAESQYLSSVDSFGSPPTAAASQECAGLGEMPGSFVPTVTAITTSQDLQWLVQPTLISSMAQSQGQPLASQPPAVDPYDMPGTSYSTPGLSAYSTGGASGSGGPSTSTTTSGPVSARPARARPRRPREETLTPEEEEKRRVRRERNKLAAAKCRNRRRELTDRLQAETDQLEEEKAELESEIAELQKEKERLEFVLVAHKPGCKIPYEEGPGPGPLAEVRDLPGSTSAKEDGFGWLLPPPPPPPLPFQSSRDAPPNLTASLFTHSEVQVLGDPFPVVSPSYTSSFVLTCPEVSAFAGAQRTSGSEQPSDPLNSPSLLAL
The depositor's hits bear a star; ? = inconclusive; / = not tested or not shown.

SMILES	Arr AP2 block	SR-BI uptake up	SUMO Mot1 rescue	NSD2 inh	MITF act	PKA-R2B act	CDK5 p35 inh	PKA-R1A act	DSG3 Ab inh	SR-BI DiI inh	dFosB act
CCc1nnc(NC(=O)CSc2nnc(Cc3ccccc3)n2-c2ccccc2)s1	-2	2	60	-9	2	-5	/	-12	/	-2	-7
CN(C)c1ccc(C=C2SC(=S)NC2=O)cc1	10	2	/	/	21	6	-2.4	6	108	-2	12
CCN(c1nc(C)cc(OC)n1)S(=O)(=O)c1ccccc1	-5	7	-10	-1	/	-3	0.9	8	101	-7	1
COC(=O)c1ccc(NC(=O)CCc2nnc3ccc(N4CCC5(CC4)OCCO5)nn23)cc1	-2	16	-2	-1	-2	-1	-0.5	-2	/	-16	-9
COc1ccc(C(C(=O)NC2CCCC2)N(Cc2ccccc2)C(=O)c2snc(C(N)=O)c2N)cc1OC (stereo not drawn)	0	11	1	/	-1	0	0.7	-8	88	-11	-1
Cc1ccc(C(=O)N/N=C\c2ccc(OC(=O)c3cccc(F)c3)cc2)cn1	-4	/	6	-2	-13	8	1.2	-2	/	/	31*
CCOC(=O)N1CCC(N(CCN(C)C)C(=S)Nc2ccc(Oc3ccccc3)cc2)CC1	19	-40	/	2	-15	-13	1.0	-10	91	40	-5
CC(Sc1ccc(S(=O)(=O)N2CCOCC2)cn1)C(=O)Nc1ccc(Cl)cc1Cl (stereo not drawn)	-4	-25	33	-3	5	-2	-8.8	3	104	25	-8
CC(C)CNC(=O)CSc1nnc(-c2cccc(S(=O)(=O)N3CCCCC3)c2)o1	-10	-21	/	-1	/	-2	-3.5	4	103	21	-14
COc1ccc(Cl)cc1-n1c(=S)sc2c(=O)[nH]c(SCC(=O)C(C)(C)C)nc21	1	21	63	19	0	2	0.1	-2	112	-21	-11
CCOC(=O)CC1C(=O)NC2CCCCC2N1C(=O)Nc1ccc(Cl)cc1 (stereo not drawn)	6	18	-10	0	-7	-11	0.4	-14	/	-18	-1
CN(C)S(=O)(=O)n1cnc([C@@H]2[C@@H]3C(=O)OC[C@@H]3C[C@]23N=CN(Cc2ccccc2)C3=O)c1	-9	26	3	/	-2	2	0.8	0	100	-26	-2
CCN(C(=O)COC(=O)c1cc([N+](=O)[O-])ccc1N1CCOCC1)C1CCCCC1	0	-15	538*	2	8	5	3.0	-2	102	15	-11
Cc1cccc(CCNC(=O)COc2cc(=O)n(C)c3ccccc23)c1	/	13	7	-2	-2	2	-2.9	-3	105	-13	1
C#CCOCCOCCOCCNc1nc(N2CCOCC2)nc(N2CCN(C(=O)[C@H](CCCCN)n3cc(CCCC)nn3)CC2)n1	-4	4	/	/	1	-12	-0.4	-6	103	-4	-2
Cc1cc(-c2ccccc2)nc(SCC(=O)c2cccc([N+](=O)[O-])c2)n1	-5	-71	-11	-1	-1	-11	-0.4	-1	103	?	-13
COc1cccc(CNC[C@H]2O[C@@H](n3cnc(C(N)=O)n3)[C@H](O)[C@@H]2O)c1OCc1ccc(F)cc1Cl	27	26	/	/	-8	-2	-0.3	-10	100	-26	-4
O=c1/c(=C/c2ccco2)sc2n1CN(c1ccccc1)CN=2	-6	4	4	21	32	-6	-1.2	-2	/	-4	-8
COc1ccc(/C=N/NC(=O)c2cccnc2)c2ccccc12	-3	8	-6	7	-7	-10	0.2	1	107	-8	-10
CCOC(=O)C1CCN(c2c(NCc3ccc(N(C)C)cc3)c(=O)c2=O)CC1	-14	8	79	0	-12	-11	0.3	-8	88	-8	4
CCN(C(=O)Cn1cc(C(C)=O)c2ccccc21)c1ccccc1	-6	2	-12	15	-11	-4	-2.0	-16	88	-2	2
COCCCN1C(=O)c2ccc(C(=O)OCC(=O)N(C)c3ccccc3)cc2C1=O	36	3	-9	-2	4	/	0.6	/	102	-3	-2
Cc1nc2c3ccccc3n(CC(=O)c3ccc(F)cc3)c(=O)n2n1	5	8	-8	/	3	5	-0.5	-2	111	-8	-5
Cc1ccc(C(C)C)c(OC/C(O)=C(\C#N)c2nc3ccccc3[nH]2)c1	-7	-56	-9	0	/	3	1.0	3	/	56	1
CN(C)S(=O)(=O)N(CC(=O)N1CCN(Cc2ccccc2)CC1)c1ccccc1	25	24	151	0	8	-5	-1.3	-9	91	-24	-4

The list continues.
SMILES	Arr AP2 block	SR-BI uptake up	SUMO Mot1 rescue	NSD2 inh	MITF act	PKA-R2B act	CDK5 p35 inh	PKA-R1A act	DSG3 Ab inh	SR-BI DiI inh	dFosB act
Cc1ccc(S(=O)(=O)c2c(N)n(CCC(C)C)c3nc4ccccc4nc23)cc1	11	-2	-2	-1	5	-6	-0.5	4	95	2	-11
O=C(O)C1OC(C(=O)O)C2C1C(F)(F)C2(F)F (stereo not drawn)	-6	22	9	-2	-3	-8	0.3	-9	97	-22	-5
Cc1ccccc1Cn1cnc2ccccc2c1=O	31	-6	-6	-1	-2	-2	-1.8	1	84	6	2
COc1ccc(/C(O)=C2/C(=O)C(=O)N(CCCN3CCOCC3)C2c2ccc(C(C)C)cc2)cc1 (stereo not drawn)	9	-2	15	2	11	3	0.4	1	114	2	1
CCOc1ccc(NC(=O)CN2C(=O)CSC(C)C2=O)cc1 (stereo not drawn)	8	-1	-12	-5	-17	2	-0.7	10	/	1	-3
CCN(CCn1cccn1)C(=O)CCc1nnc(C2CCCCC2)o1	3	/	-14	2	5	-10	0.2	-7	101	/	-7
CC(Sc1nc2ccccc2[nH]1)C(=O)Nc1ccc2c(c1)OCCO2 (stereo not drawn)	-9	5	-5	-20	/	-1	-0.6	-7	107	-5	-13
CCc1cccc(NC(=O)C2CCN(c3ncnc4sc(C)c(C)c34)CC2)c1	26	-27	-5	-1	/	7	-0.6	14	103	27	-7
CCC(=O)N(CC)Cc1cc(=O)[nH]c2ccccc12	5	-18	89	-2	-5	4	-0.4	-7	87	18	0
Cc1cccc(N(C(=O)CCC(=O)Nc2cccnc2)C(C(=O)NC2CCCC2)c2ccncc2)c1 (stereo not drawn)	8	3	-3	-2	2	-3	-0.8	-5	100	-3	-12
CCN1CCN(C(c2ccc(OC)cc2)c2nnnn2Cc2ccc3c(c2)OCO3)CC1 (stereo not drawn)	23	1	-14	4	6	1	0.6	-4	100	-1	3
CN(c1ccccc1)S(=O)(=O)c1cccc(NC(=O)CSc2ncn[nH]2)c1	9	-15	-4	-1	7	-11	-2.0	-10	/	15	-5
O=C(Nc1ccc(N2CCOCC2)c(S(=O)(=O)Nc2cc(Cl)ccc2Cl)c1)c1cccnc1	10	-11	-1	3	-19	-1	-1.3	-14	87	11	-12
CC(=O)c1ccc(N2CCN(C(=O)c3ccc4[nH]c(C)c(C)c4c3)CC2)cc1	7	1	26	-2	/	-1	-0.1	0	109	-1	-7
Cc1cc(SCC(=O)Nc2ccccc2)nc(C)n1	0	6	-8	-2	7	7	-0.5	-5	/	-6	-2
COc1ccc2c(c1)-c1nc(/N=C/c3ccc(O)cc3)sc1CC2	-20	19	2	/	0	-5	1.7	-4	123	-19	-3
COC(=O)c1c(C)oc(C)c1S(=O)(=O)NCc1ccc(OC)cc1	0	-3	-2	-1	5	11	-0.4	16	/	3	-7
Fc1ccc2[nH]c3c(Cl)ncnc3c2c1	5	18	-4	0	-23	1	0.8	4	98	-18	-24
Cn1c(COc2ccc(Cl)cc2)nnc1SCC(=O)NC1CCCC1	4	/	18	-4	-6	0	0.7	2	/	/	-8
CCOc1ccc(NC(=S)N(CCCN2CCCC2)Cc2cccn2Cc2ccc(Cl)cc2)cc1	-2	23	-17	2	9	1	-1.7	3	101	-23	12
Cc1ccc(S(=O)(=O)N2CCC(C(=O)NC3CC(C)(C)NC(C)(C)C3)CC2)cc1	-22	23	-6	11	2	-7	-1.1	6	106	-23	2
Cc1cc(-c2ccccc2)nc(N2CCC(C(=O)NC34CC5CC(CC(C5)C3)C4)CC2)n1	6	-8	2	3	-3	4	/	3	/	8	0
CCCc1nnc(SCC(=O)O)n1/N=C/c1ccc2c(c1)OCO2	1	4	71	/	0	-11	-5.2	-1	96	-4	4
COCCSc1nnc(NC(=O)c2cc(OC)c(OC)cc2[N+](=O)[O-])s1	10	-4	4	1	4	-3	0.9	1	99	4	-2
COc1ccccc1CNC(=O)N1CCN(c2ccccc2Cl)CC1	-3	-17	-14	/	12	-2	-0.2	-5	/	17	-3

(next part)
SMILES	Arr AP2 block	SR-BI uptake up	SUMO Mot1 rescue	NSD2 inh	MITF act	PKA-R2B act	CDK5 p35 inh	PKA-R1A act	DSG3 Ab inh	SR-BI DiI inh	dFosB act
O=C(COC(=O)CCc1nc2ccccc2s1)Nc1nc(-c2ccccc2)cs1	10	-2	0	2	36	-3	-0.3	-13	110	2	-6
CCOC(=O)c1ccc(NC(=O)Nc2ccn(C)n2)cc1	2	1	-21	2	33	-13	0.2	14	105	-1	-2
CC#CCN(CC#CC)S(=O)(=O)c1ccc(S(=O)(=O)N2CCOCC2)cc1	0	4	-17	-4	-7	-10	-0.5	4	102	-4	0
COc1ccc(CCN2CC(C(=O)OCC(=O)NCc3ccccc3Cl)CC2=O)cc1OC (stereo not drawn)	-6	2	/	/	3	1	-1.0	2	/	-2	-3
O=C(CCN1CCC2CCC(C2)C1)c1ccc(F)cc1 (stereo not drawn)	12	17	/	0	-6	4	0.3	0	95	-17	-9
O=C1CN(C(=O)COC(=O)C2=COCCO2)c2ccccc2N1	-11	9	77	/	-8	0	-1.3	1	/	-9	7
O=C(CSc1ccc2nnc(-c3cccs3)n2n1)N1CCOCC1	3	18	/	/	/	10	-0.7	1	96	-17	-7
Cc1c(C(=O)NC2CCC(C)CC2)oc2ccccc12 (stereo not drawn)	-28	-37	-6	-3	73	5	0.0	-3	/	37	1
C/C(=N/NC(=O)c1cnccn1)c1ccncc1	12	28	17	0	-3	-6	0.8	4	101	-28	-3
